JMJD2C inh: inhibitors of human GASC-1 (JMJD2C) demethylase. GST-JMJD2C(1-420) H3K9me3 demethylation, DELFIA europium. inhibition, % at 2.35 µM. 330,000 compounds, 0.069% hits. Q9H3R0. AID 2099;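 active means more than half of a compound's replicate wells show inhibition beyond 50%, single wells judged on their own value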;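 further: signal counts dimethyl H3K9 product captured on neutravidin plate; 0% = median of DMSO wells and 100% = 0.3 times that DMSO median; strong numbers were not always called active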
ZTA counter: blocks Epstein-Barr virus ZTA, an EBNA-1 counter-screen; P03206; ZTA-DNA binding, fluorescence polarization; inhibition, % at 11 µM; 320,000 compounds, 0.15% hits; AID 2234; in the data active means inhibition above about 33%
Target sequence (P03206 whole entry, looked up): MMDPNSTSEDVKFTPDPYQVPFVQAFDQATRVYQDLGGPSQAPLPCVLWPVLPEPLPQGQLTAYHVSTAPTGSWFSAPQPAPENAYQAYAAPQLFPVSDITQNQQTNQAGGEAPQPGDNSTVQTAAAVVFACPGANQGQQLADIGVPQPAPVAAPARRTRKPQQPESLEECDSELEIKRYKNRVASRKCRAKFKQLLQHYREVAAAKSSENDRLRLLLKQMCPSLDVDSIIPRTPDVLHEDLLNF
EBNA-1 inh: blocks EBNA-1 binding to DNA | inhibition, % at 14.8 µM | EBNA-1 DNA binding, fluorescence polarization | 300,000 compounds, 0.34% hits; in the data active means inhibition above about 28%
Yeast superoxide: yeast age-related superoxide inhibition as caloric restriction mimetic; superoxide response (% of plate mean), % at 10 µM; S. cerevisiae aged cells, superoxide DHE fluorescence; stronger effect = lower value; AID 2690; 330,000 compounds, 0.18% hits;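 active means superoxide response under a set limit, about three screen SD below normal, cut at about 65% in these data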;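 further: yeast aged for seven days with compound at 30 °C before DHE staining; 100% = average MFI of all compound-treated wells on the plate with controls excluded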
PP5 inh: inhibitors of human protein phosphatase 5 (PP5); purified PP5c, OMFP substrate fluorescence; P53041; inhibition, % at 6.7 µM; 320,000 compounds, 0.18% hits;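 active means inhibition above the campaign's mean inhibition across all tested compounds plus 3 SD, cut at about 9.5% in these data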;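 further: 0% = DMSO only and 100% = 100 µM cantharidin control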
TPT1 inh: C. albicans TPT1 enzyme inhibition | recombinant caTPT1, FP RNA substrate dephosphorylation | inhibition, % at 5 µM | 300,000 compounds, 0.81% hits | AID 1962;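 active means inhibition above the mean of all tested compounds plus 3 SD, set per screening campaign, cut at about 24% in these data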;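 further: plate controls were DMSO alone for no effect and ferristatin control at 100 nM for full effect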
CTSL1 counter: blocks F. hepatica cathepsin L1 in PFM18AAP counter-screen | recombinant F. hepatica cathepsin L1, Z-Leu-Arg-MCA fluorescence | inhibition, % at 5.96 µM | 300,000 compounds, 0.49% hits | AID 1906;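 active means inhibition above the mean of all tested compounds plus 3 SD, set per screening campaign, cut at about 17% in these data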;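 further: 0% = plate median of test compound wells and 100% = 1 µM Z-Phe-Ala-diazomethylketone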
core dimer inh: blocks dimerization of HCV core protein. TR-FRET GST/Flag-core106 dimerization, 1536-well. inhibition, % at 5 µM. 300,000 compounds, 0.33% hits. AID 1899;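 active means inhibition above the mean of all tested compounds plus 3 SD, set per screening campaign, cut at about 45% in these data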
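Material: Tagged HCV core106 pair (GST and Flag) | Amount: GST-core106 13.5 nM, Flag-core106 17 nM | Medium: KF-containing HEPES buffer, pH 7.45, DTT, CHAPS, BSA | Reagent: Eu donor and XL665 acceptor anti-tag antibodies | Schedule: 4 h at 22.5 °C | Technique: Time-resolved FRET, ex 340 nm, em 617 and 671 nm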
PP1 inh: counter-screen for PP5 inhibitors: inhibitors of human PP1-alpha | inhibition, % at 6.7 µM | P62136 | 320,000 compounds, 0.9% hits | purified PP1alpha, OMFP fluorescence | AID 2235;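 active means inhibition above the mean inhibition of all tested compounds plus 3 SD, computed separately for each screening campaign, cut at about 15% in these data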
Target sequence (P62136 whole entry, looked up): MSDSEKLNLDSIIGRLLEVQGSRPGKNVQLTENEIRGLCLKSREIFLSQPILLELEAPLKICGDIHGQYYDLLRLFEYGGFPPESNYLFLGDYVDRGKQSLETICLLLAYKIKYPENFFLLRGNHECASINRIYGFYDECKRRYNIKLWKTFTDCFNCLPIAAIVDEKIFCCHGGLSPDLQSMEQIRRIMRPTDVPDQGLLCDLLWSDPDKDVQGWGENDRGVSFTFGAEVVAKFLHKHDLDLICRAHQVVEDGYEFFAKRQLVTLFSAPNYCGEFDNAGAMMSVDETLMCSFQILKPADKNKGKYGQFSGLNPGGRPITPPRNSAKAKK
* marks the source's active call; other numbers are inactive results; x = not tested or not shown.

Short forms: A = JMJD2C inh; B = ZTA counter; C = EBNA-1 inh; D = Yeast superoxide; E = PP5 inh; F = TPT1 inh; G = CTSL1 counter; H = core dimer inh; I = PP1 inh
1	CC(C)Cn1c(N)c(C(=O)COC(=O)COc2cccc(C(F)(F)F)c2)c(=O)n(C)c1=O
  A: 3	B: -7	C: -6	D: 94	E: 6.8	F: -1	G: -8	H: -12	I: -1

2	CC(C)(C)OC(=O)NCCCC1=CC2=CC(=O)C(C)(O)C(=O)C2=CO1 (centres undefined)
  A: 7	B: 2	C: 3	D: 95	E: 4.2	F: 1	G: -3	H: 16	I: 14

3	COc1ccc(CNC(=O)CCC(=O)n2ncc3cc(C)ccc32)cc1
  A: -13	B: 8	C: 1	D: 100	E: 0.9	F: -1	G: -4	H: 16	I: -5

4	CC(=O)c1ccc(N=Nc2ccc(N(C)C)cc2)cc1
  A: 1	B: -13	C: 5	D: 112	E: 2.3	F: 1	G: -7	H: -7	I: -4

5	CCCCOC(=O)c1ccc(-c2ccc(/C=N/NC(=S)NCC)o2)cc1
  A: 1	B: -14	C: -8	D: 86	E: 3.7	F: 5	G: 2	H: 4	I: -1

6	CN(C)S(=O)(=O)c1ccc(C(=O)N2CCN(S(=O)(=O)c3cccs3)CC2)cc1
  A: -24	B: -4	C: -5	D: 90	E: 0.1	F: -5	G: 0	H: 0	I: -1

7	CC(C)C(=O)C1=Cc2cccc([N+](=O)[O-])c2OC1N1CCOCC1 (centres undefined)
  A: 7	B: -13	C: x	D: 104	E: 2.7	F: x	G: x	H: x	I: -3

8	Fc1ccc2c(c1)C(c1cccnc1)=NNC(c1cccs1)=N2
  A: 3	B: -9	C: 4	D: 88	E: -1.5	F: -1	G: -1	H: 0	I: -2

9	CCOC(=O)C/C(C)=N/NC(=O)COc1ccccc1C
  A: -6	B: -6	C: 6	D: 107	E: 1.3	F: 0	G: -14	H: -4	I: 1

10	Cc1cccc(Nc2nnc(SCc3cc(=O)n4cc(C)ccc4n3)s2)c1
  A: 2	B: 1	C: 1	D: 95	E: 1.8	F: -1	G: 3	H: -4	I: 4

(11) COC(=O)c1ccc(NC(=O)C(OC)c2ccccc2)cc1 (centres undefined)
(12) O=C(N/N=C/c1ccc(N2CCOCC2)o1)c1cccc([N+](=O)[O-])c1
(13) COc1ccc(/C=C2\CCc3ccccc3C2=O)cc1CN1CCOCC1
(14) COc1ccc(NC(=S)NCc2ccccc2Cl)c(OC)c1
(15) CCn1cc(/C=N\NC(=O)c2ccc(Cl)cc2)cn1
(16) O=C(c1ccco1)N1CCN(S(=O)(=O)c2ccccc2)CC1

assay / compound,11,12,13,14,15,16
JMJD2C inh,-3,8,9,17,6,29
ZTA counter,11,-18,-13,17,12,-11
EBNA-1 inh,-4,0,-3,-1,5,-9
Yeast superoxide,109,106,82,92,95,102
PP5 inh,-0.4,2.3,0.8,5.7,-1.4,-1.0
TPT1 inh,-3,-2,-7,-1,2,-2
CTSL1 counter,-6,3,0,-5,2,-7
core dimer inh,-1,-20,1,-11,3,-1
PP1 inh,-4,1,-3,-7,-3,-4

Exported field by field: 3 of the compounds above
13) COc1ccc(/C=C2\CCc3ccccc3C2=O)cc1CN1CCOCC1
- JMJD2C inh = 9
- ZTA counter = -13
- EBNA-1 inh = -3
- Yeast superoxide = 82
- PP5 inh = 0.8
- TPT1 inh = -7
- CTSL1 counter = 0
- core dimer inh = 1
- PP1 inh = -3

14) COc1ccc(NC(=S)NCc2ccccc2Cl)c(OC)c1
- JMJD2C inh = 17
- ZTA counter = 17
- EBNA-1 inh = -1
- Yeast superoxide = 92
- PP5 inh = 5.7
- TPT1 inh = -1
- CTSL1 counter = -5
- core dimer inh = -11
- PP1 inh = -7

15) CCn1cc(/C=N\NC(=O)c2ccc(Cl)cc2)cn1
- JMJD2C inh = 6
- ZTA counter = 12
- EBNA-1 inh = 5
- Yeast superoxide = 95
- PP5 inh = -1.4
- TPT1 inh = 2
- CTSL1 counter = 2
- core dimer inh = 3
- PP1 inh = -3

One compound at a time (already shown). Order of values: JMJD2C inh, ZTA counter, EBNA-1 inh, Yeast superoxide, PP5 inh, TPT1 inh, CTSL1 counter, core dimer inh, PP1 inh
Entry for `O=C(c1ccco1)N1CCN(S(=O)(=O)c2ccccc2)CC1` → 29, -11, -9, 102, -1.0, -2, -7, -1, -4
Entry for `COC(=O)c1ccc(NC(=O)C(OC)c2ccccc2)cc1` (centres undefined) → -3, 11, -4, 109, -0.4, -3, -6, -1, -4
Entry for `CCn1cc(/C=N\NC(=O)c2ccc(Cl)cc2)cn1` → 6, 12, 5, 95, -1.4, 2, 2, 3, -3
Entry for `O=C(N/N=C/c1ccc(N2CCOCC2)o1)c1cccc([N+](=O)[O-])c1` → 8, -18, 0, 106, 2.3, -2, 3, -20, 1
Entry for `COc1ccc(/C=C2\CCc3ccccc3C2=O)cc1CN1CCOCC1` → 9, -13, -3, 82, 0.8, -7, 0, 1, -3

Compound activity: PubChem, several laboratories
